ROMK primary – ROMK potassium channel modulators, primary screen, cell-based, thallium flux, MLSMR library. ATP-sensitive inward rectifier potassium channel 1 (Homo sapiens), P48048. 130,000 compounds, 2% hits. Tet-inducible ROMK, thallium flux fluorescence; actives lie on both sides. B-score at 10 µM;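 active means signal ratio slope over the read window, or its plate-corrected B-score, at least 3 SD from the plate mean, either direction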;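 further: B-score of the F/F0 ratio slope over 7 to 12 s after thallium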
RAM network inh – inhibitors of the yeast RAM network, primary screen, dse1pr::URA3 reporter, 5-FOA selection. 190,000 compounds, 1.8% hits. inhibition, % at 50 µM. S. cerevisiae dse1pr::URA3 reporter, 5-FOA growth OD615, 2 d; analog-sensitive cbk1-as2 kinase mutant strain;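 active means inhibition above a set limit, 3 SD over mean compound inhibition, cut at about 8.4% in these data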;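 further: 0% = DMSO-only wells with no growth and 100% = 10 µM 1-NA-PP1 full growth; inhibition rescues growth on 5-FOA so higher OD means more RAM inhibition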
HMGR II inh – inhibitors of E. faecalis class II HMGR, primary screen, biochemical, Enterococcus faecalis; HMG-CoA reductase (Enterococcus faecalis, mvaE); inhibition, % at 10 µM; AID 1066, 2008; purified E. faecalis HMGR, NADPH absorbance 340 nm kinetic; 190,000 compounds, 0.41% hits;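 active means inhibition above a set limit, the median over all tested compounds plus 3 SD, cut at about 9.5% in these data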;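 further: enzyme runs in reverse so mevalonate oxidation gives rising NADPH absorbance; 0% = complete reaction with DMSO and 100% = background rate lacking mevalonate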
bIAP inhibitor – bovine intestinal alkaline phosphatase inhibitors, primary screen, selectivity assay for TNAP inhibitor project, biochemical, bovine IAP, CDP-star luminescence; purified bovine IAP, 30 min; inhibition, % at 20 µM; 190,000 tested, under 10 active; AID 1019, 2008;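 active means over 50% inhibition of intestinal alkaline phosphatase at 20 µM in the single-dose screen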
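Incubation: 30 min reaction at room temperature / Material: purified bovine intestinal alkaline phosphatase (IAP) enzyme / Input: enzyme at 1/65,000,000 dilution / Dosing: 20 µM single dose / Signal: CDP-star luminescence signal / Reagent: CDP-star chemiluminescent phosphatase substrate, 30 µM final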
TR-FRET SRC-2 ct – TR-FRET signal artefacts, primary screen, artefact control for PPARgamma SRC-2 agonist project, biochemical; TR-FRET ratio at 8 µM; TR-FRET artefact counter-screen; stronger effect = higher value; 200,000 compounds, 0.4% hits; in the data active means TR-FRET ratio above about 2000; further: inactives centre near 1500
PPARg SRC3 recr – PPARgamma agonists recruiting SRC-3 coactivator, primary screen, biochemical; Peroxisome proliferator-activated receptor gamma (Homo sapiens), P37231; biochemical PPARgamma/SRC-3 coactivator recruitment assay; activation, % at 8 µM; 200,000 compounds, 0.26% hits; AID 731, 2007; in the data active means activation above about 23%;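 further: 0% = DMSO and 100% = reference agonist; some compounds past the cut are filed as inactive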
Target sequence (P37231 whole entry, looked up): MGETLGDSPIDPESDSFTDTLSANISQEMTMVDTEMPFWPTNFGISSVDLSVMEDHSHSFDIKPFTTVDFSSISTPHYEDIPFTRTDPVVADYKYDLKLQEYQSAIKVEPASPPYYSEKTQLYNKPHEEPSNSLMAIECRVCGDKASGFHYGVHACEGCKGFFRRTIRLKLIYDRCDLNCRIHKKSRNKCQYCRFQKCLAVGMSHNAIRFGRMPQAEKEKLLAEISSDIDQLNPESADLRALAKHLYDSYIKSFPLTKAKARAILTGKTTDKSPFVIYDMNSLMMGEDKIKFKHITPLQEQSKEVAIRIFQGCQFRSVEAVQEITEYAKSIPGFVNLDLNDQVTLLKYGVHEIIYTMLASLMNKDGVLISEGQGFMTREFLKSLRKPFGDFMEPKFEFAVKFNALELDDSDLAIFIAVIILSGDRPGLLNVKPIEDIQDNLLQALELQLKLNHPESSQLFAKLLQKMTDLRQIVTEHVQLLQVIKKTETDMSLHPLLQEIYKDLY
L major viab – Leishmania major promastigote growth inhibition, primary screen; inhibition, % at 10 µM; Leishmania major promastigotes, resazurin fluorescence viability; 200,000 compounds, 9% hits; in the data active means inhibition above about 50%;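 further: promastigotes grown with compound for 44 hours at 28 °C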
PPARg SRC-1 ag – PPARgamma agonists recruiting SRC-1 coactivator, primary screen, biochemical | activation, % at 8 µM | PPARgamma-SRC-1 coactivator recruitment biochemical assay | 200,000 compounds, 0.41% hits | Peroxisome proliferator-activated receptor gamma (Homo sapiens), P37231; in the data active means activation above about 19%;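 further: 0% = DMSO and 100% = reference agonist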
S1P3 antagonist – S1P3 receptor antagonists, primary screen, cell-based; CHO S1P3 NFAT-BLA reporter, FRET fluorescence, antagonist mode; 170,000 compounds, 0.27% hits; inhibition, % at 4.98 µM; Sphingosine 1-phosphate receptor 3 (Homo sapiens), Q99500;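 active means inhibition above the plate cutoff, the mean inhibition of test wells on that plate plus 3 SD, cut at about 28% in these data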;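 further: cells challenged with S1P at its EC80 of 0.8 µM; blue over green emission ratio from cleaved BLA substrate after 4 h stimulation; 0% = S1P-stimulated wells and 100% = unstimulated DMSO-only wells; some compounds past the cut are filed as inactive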
Target sequence (Q99500 whole entry, looked up): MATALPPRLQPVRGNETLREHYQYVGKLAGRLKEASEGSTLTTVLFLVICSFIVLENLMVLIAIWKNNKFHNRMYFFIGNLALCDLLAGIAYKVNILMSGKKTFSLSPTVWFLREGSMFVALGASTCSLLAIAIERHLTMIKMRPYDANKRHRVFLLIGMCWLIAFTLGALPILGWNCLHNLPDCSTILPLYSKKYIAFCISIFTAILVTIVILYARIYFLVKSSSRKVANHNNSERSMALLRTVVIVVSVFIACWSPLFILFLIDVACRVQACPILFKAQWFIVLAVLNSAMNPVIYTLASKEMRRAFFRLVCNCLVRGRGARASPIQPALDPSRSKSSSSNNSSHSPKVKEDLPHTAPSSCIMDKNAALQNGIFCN
Redox H2O2 prof – compounds producing H2O2 with reducing agent – biochemical, NIH compound library profiling, artefact control for MLSCN library redox annotation, primary screen | DTT-dependent redox cycling H2O2, phenol red/HRP absorbance; 100% = 100 µM peroxide control, 0% = buffer | activation, % at 10 µM | 200,000 compounds, 0.03% hits | AID 878, 2007;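 active means activation of at least 50% relative to the plate's high and low controls in the primary single-dose screen; inactive means activation below 50%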;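 further: compound incubated with DTT at 0.8 mM final as the reducing agent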
PPARg SRC-2 ag – agonists of PPARg-SRC-2 recruitment, primary screen, biochemical, HTS. PPARgamma LBD-SRC-2 recruitment. activation, % at 8 µM. AID 1032, 2008. 200,000 compounds, 0.34% hits. Peroxisome proliferator-activated receptor gamma (Homo sapiens), P37231; in the data active means activation above about 22%;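 further: 0% = vehicle and 100% = reference agonist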
Starred values were filed as active, the others as inactive; x = not tested or not shown.

SMILES	ROMK primary	RAM network inh	HMGR II inh	bIAP inhibitor	TR-FRET SRC-2 ct	PPARg SRC3 recr	L major viab	PPARg SRC-1 ag	S1P3 antagonist	Redox H2O2 prof	PPARg SRC-2 ag
Cc1cccc(OCC(=O)OCC(=O)c2c(N)n(C)c(=O)n(C)c2=O)c1C	1.3	4.3	-1	18	1621	0	-6	2	x	0.3	-1
COC(=O)c1cc(C(=O)OC)cc(N2C(=O)CN=C2Nc2nc(C)cc(C)n2)c1	x	2.1	-7	-22	1457	-9	5	2	-36	-0.8	3
O=C1C2C3C=CC(CO)(O3)C2C(=O)N1c1ccc(-c2ccccc2)cc1 (centres undefined)	-0.089	x	x	-9	1435	2	-3	3	x	-1.7	2
Cc1cc2nc(-c3ccc(SCC(=O)Nc4nccs4)nc3)[nH]c2cc1C	x	1.6	-10	15	1260	-2	0	2	2	0.5	-4
Cc1ccc(Nc2nnc(SC3CCOC3=O)s2)c(C)c1 (centres undefined)	0.27	1.5	0	4	1653	3	0	-4	-11	-0.6	2
CC(C)CCNc1cc(=O)n(C)c(=O)n1C	x	0.7	-1	6	1583	2	-6	-9	-14	-0.8	2
COC(=O)C1=C(C(=O)OC)SC(=C2C(=S)C(C)(C)N(C(=O)CC(C)C)c3ccccc32)S1	1.3	0.0	-3	30	1674	-2	17	4	x	-0.4	8
C=CCSc1nnc(NC(=O)c2ccc(S(=O)(=O)NCC3CCCO3)cc2)s1 (centres undefined)	x	4.5	-1	6	1618	3	-10	-3	3	1.8	1
O=C(CSc1nnc(Cc2ccccc2)o1)NCc1ccc2c(c1)OCO2	0.9	2.7	-4	12	1828	3	-6	3	6	-2.2	4
O=C1OCc2cc(-n3cccc3)ccc21	x	1.3	-4	4	1954	2	31	13	2	-0.5	4
CC1(C)CN(c2ccc(N3CC(C)(C)C3=O)cc2)C1=O	1.5	-0.6	-6	0	1475	-6	-4	-6	-12	13	-2
CC(=O)c1nn(-c2ccccc2)cc1C(=O)c1ccc(Br)cc1	-0.85	1.5	3	1	1484	5	-7	4	-4	-0.4	-2
O=C(Cc1c(C(=O)O)[nH]c2ccccc12)Nc1ccc2c(c1)OCO2	x	1.0	-8	2	1303	-12	-8	-1	x	0.0	0
CC1=C(C(=O)N2CCCC(C(=O)c3cccc(C(F)(F)F)c3)C2)OCCO1 (centres undefined)	-0.58	0.3	-3	1	1672	6	-5	4	10	0.4	9
O=C(c1ccc(NS(=O)(=O)c2ccccc2)cc1)N1CCCC1	x	-0.4	1	-9	1462	12	-6	-1	4	2.5	6
COCCCNC(=O)c1ccc(N(C)S(=O)(=O)c2ccc(OC)cc2)cc1	x	-0.3	-1	4	1503	11	-7	6	-1	2.1	-7
Cc1cc2c(c(N)n1)c(=O)oc1ccccc12	-0.45	2.1	-1	6	1522	12	18	2	25	1.7	7
Nc1nc(SCC(=O)NCCc2ccccc2)[nH]c(=O)c1-c1ccccc1	0.067	0.6	-3	-3	1536	2	-4	10	-15	-1.1	4
O=C(Nc1nc(NC(=O)c2ccco2)n(-c2ccccc2)n1)c1ccccc1	0.55	1.1	-4	-16	1654	6	100*	7	x	0.4	7
Cc1cccc(N2CCN(C(=O)Cc3ccc(-n4c(=O)[nH]c5ccsc5c4=O)cc3)CC2)c1C	-1.2	1.2	-4	12	1557	6	-2	3	1	-0.4	10
O=C1c2cccnc2C(=O)N1CNc1ccc(Cl)cc1	0.053	1.3	3	-11	1780	5	-5	4	-13	-1.5	6
CCCc1cc2c(=O)c(-c3ccccn3)coc2cc1OC	x	0.4	-2	0	1648	8	-1	8	0	0.1	5
Cn1c(N)c(C(=O)CSc2nc(N)cc(N)n2)c(=O)n(C)c1=O	0.49	2.1	-9	-2	1759	2	0	6	-2	-1.0	-1
COc1ccc2cc(-c3cc(C(=O)OCC(=O)NC4CCS(=O)(=O)C4)c4ccccc4n3)ccc2c1 (centres undefined)	0	4.6	0	2	1582	-1	60*	1	5	x	2
Cc1c(C(c2ccc([N+](=O)[O-])cc2)c2c(C)n(C)n(-c3ccccc3)c2=O)c(=O)n(-c2ccccc2)n1C	x	2.5	1	0	1411	3	-5	3	x	-8.2	-5

11 entries already listed, arranged by number of heavy atoms, high to low.
SMILES	ROMK primary	RAM network inh	HMGR II inh	bIAP inhibitor	TR-FRET SRC-2 ct	PPARg SRC3 recr	L major viab	PPARg SRC-1 ag	S1P3 antagonist	Redox H2O2 prof	PPARg SRC-2 ag
Cc1cccc(N2CCN(C(=O)Cc3ccc(-n4c(=O)[nH]c5ccsc5c4=O)cc3)CC2)c1C	-1.2	1.2	-4	12	1557	6	-2	3	1	-0.4	10
COC(=O)C1=C(C(=O)OC)SC(=C2C(=S)C(C)(C)N(C(=O)CC(C)C)c3ccccc32)S1	1.3	0.0	-3	30	1674	-2	17	4	x	-0.4	8
COC(=O)c1cc(C(=O)OC)cc(N2C(=O)CN=C2Nc2nc(C)cc(C)n2)c1	x	2.1	-7	-22	1457	-9	5	2	-36	-0.8	3
C=CCSc1nnc(NC(=O)c2ccc(S(=O)(=O)NCC3CCCO3)cc2)s1 (centres undefined)	x	4.5	-1	6	1618	3	-10	-3	3	1.8	1
Cc1cccc(OCC(=O)OCC(=O)c2c(N)n(C)c(=O)n(C)c2=O)c1C	1.3	4.3	-1	18	1621	0	-6	2	x	0.3	-1
O=C1C2C3C=CC(CO)(O3)C2C(=O)N1c1ccc(-c2ccccc2)cc1 (centres undefined)	-0.089	x	x	-9	1435	2	-3	3	x	-1.7	2
O=C(Cc1c(C(=O)O)[nH]c2ccccc12)Nc1ccc2c(c1)OCO2	x	1.0	-8	2	1303	-12	-8	-1	x	0.0	0
CC(=O)c1nn(-c2ccccc2)cc1C(=O)c1ccc(Br)cc1	-0.85	1.5	3	1	1484	5	-7	4	-4	-0.4	-2
CCCc1cc2c(=O)c(-c3ccccn3)coc2cc1OC	x	0.4	-2	0	1648	8	-1	8	0	0.1	5
Cc1ccc(Nc2nnc(SC3CCOC3=O)s2)c(C)c1 (centres undefined)	0.27	1.5	0	4	1653	3	0	-4	-11	-0.6	2
Cc1cc2c(c(N)n1)c(=O)oc1ccccc12	-0.45	2.1	-1	6	1522	12	18	2	25	1.7	7

Following part:
SMILES	ROMK primary	RAM network inh	HMGR II inh	bIAP inhibitor	TR-FRET SRC-2 ct	PPARg SRC3 recr	L major viab	PPARg SRC-1 ag	S1P3 antagonist	Redox H2O2 prof	PPARg SRC-2 ag
O=C(COC(=O)c1sc2ccccc2c1Cl)Nc1ncc(Cl)cc1Cl	-0.37	2.5	-1	-1	2187*	-3	-2	7	7	-0.1	34*
COCCN1C(=O)C(O)=C(C(=O)c2ccco2)C1c1cccc(Oc2ccccc2)c1 (centres undefined)	x	5.8	-3	-2	1943	16	-11	12	-2	0.0	17
O=C(Nc1cccc(NC(=O)C2C3CC4OC(=O)C2C4C3)c1)c1ccccc1 (centres undefined)	0.26	1.8	-2	5	1540	6	-3	1	-9	0.3	2
C(=C\c1nc(N2CCCC2)c2ccccc2n1)/c1ccccc1	x	-1.1	0	-7	1478	9	71*	1	3	0.2	4
Cc1sc(NC(=O)C2CCCO2)c(C(N)=O)c1C (centres undefined)	0.4	0.0	-2	4	1461	11	2	3	x	-0.2	11
N=c1sccn1CC(=O)Nc1cc(Cl)ccc1Oc1ccccc1	-1.8	1.8	-6	2	1673	9	100*	4	x	-1.3	0
Cc1cc(C)n2nc(SCC3COc4ccccc4O3)nc2n1 (centres undefined)	-0.023	1.4	4	10	1577	4	-7	1	-16	1.9	0
CCCn1c2c(c(O)c(C(=O)Nc3ccc(C)cn3)c1=O)CCCC2	x	x	x	x	1697	-3	-3	1	-4	0.0	8
O=C(NC1CCCCCC1)C1CCCN(S(=O)(=O)c2cnc[nH]2)C1 (centres undefined)	x	0.0	-5	6	1406	-9	-5	3	-25	-0.7	-10
C[C@@H]1CN(C2CCN(Cc3nc(CC4CC4)no3)CC2)C[C@H](C)O1	x	-0.2	-3	-5	1721	5	86*	18	3	-0.5	10
CCOC(=O)CC(NC(=O)c1ccco1)c1ccc(OC)cc1 (centres undefined)	x	2.9	-5	1	1758	2	-4	-2	x	1.9	8
CC(NC(=O)c1ccc(F)cc1)C(c1cccs1)N1CCN(C)CC1 (centres undefined)	x	1.8	-2	-2	1619	12	-5	-1	-25	-3.0	4
O=C(NCc1ccc2c(c1)OCO2)C1CCC(CNS(=O)(=O)c2ccccc2)CC1 (centres undefined)	0.12	2.3	2	8	1686	-9	1	0	-38	1.3	-2
Cc1ccc(C)c(C(=O)COC(=O)CCCC(=O)Nc2cc(C(F)(F)F)ccc2Cl)c1	x	18*	-1	11	1416	-2	3	-4	-9	-0.3	2
C=CCC(NCc1ccccc1)c1ccc(Cl)cc1 (centres undefined)	-0.47	0.0	-1	-5	1725	-1	2	4	15	0.0	2
Cc1cc(N2CCN(c3ccccc3F)CC2)nc2cc(O)ccc12	x	0.4	-3	-6	1364	-14	12	-1	-13	1.9	2
COc1ccc(OCC(=O)N2CCc3c([nH]c4ccccc34)C2c2ccccn2)cc1 (centres undefined)	-1.6	-0.9	-3	6	1799	4	27	6	9	-1.1	6
CCOC(=O)c1[nH]c(=O)c2ccccc2c1O	-0.55	0.6	-4	1	1557	-7	-10	2	-15	-0.4	7
Cc1ccc(CSc2nnc(CC(=O)Nc3ccc(C)cc3)n2C)cc1	x	-0.9	-6	-7	1603	-4	-2	-4	x	1.1	6
Fc1ccc(C2c3[nH]c4ccccc4c3CCN2Cc2ccoc2)cc1 (centres undefined)	-0.95	0.2	-5	15	1474	-3	19	4	18	1.7	3
COC(=O)CCCn1c(C)cc(C(=O)CCl)c1C	-0.55	2.8	-6	-17	1784	-1	100*	-1	-28	0.4	8
O=C(NCCN1CCOCC1)c1ccc(NC(=O)C2COc3ccccc3O2)cc1 (centres undefined)	-0.8	0.2	6	-3	1651	1	-5	2	-7	-0.2	10
Cc1ccc(C(=O)N/C(=C\c2cccnc2)c2nc3ccccc3[nH]2)cc1	x	0.6	1	6	1832	4	-3	8	-12	0.2	1
